G9a block: inhibitors of human histone lysine methyltransferase G9a; Potency, µM (top dose mostly 102 µM), for the others: top-dose activity, negative = inhibition, hits mostly inhibitors; AID 504332; G9a H3K9 monomethylation, AlphaScreen, 2 h; 350,000 tested, 8.8% active; also: potency is read from the fitted curve at half-maximal effect; % is scaled to controls: 0 for no effect and ±100 for the full control effect; nearly all actives have a fitted effect of over 75% in size
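Using a bead-based AlphaScreen, monomethylated H3K9 product from 2 h room-temperature reactions (G9a 20 nM, peptide 500 nM, SAM 20 uM) was detected with 0.5 ug/mL rabbit anti-H3K9me1 antibody.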
PI4K2A block: blocks human PI4K2A kinase activity. 420,000 tested, 0.13% active. activity change, negative = inhibition, % at 76.9 µM. Q9BTU6. purified PI4K2A, ADP-Glo luminescence, 1 h; hits give low values; in the data active = activity change below about -50%; inconclusive = mostly about -30% to -49%;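 also: -100% = wells without enzyme as full effect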
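ADP-Glo luminescence measured ADP generated by PI4K2A enzyme (4 ug/mL before mixing) with 1.2 mM PI substrate (pre-mix) and 300 microM ATP (pre-mix). Tris pH7.5 buffer with MgCl2, Triton X-100; 1 h reaction at ambient temperature.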
HP1b binding inh: blocks HP1-beta chromodomain binding to methylated histone tails; 390,000 tested, 0.56% active; P83916; AlphaScreen HP1-beta / biotin-H3K9me3 peptide binding; AID 540317; Potency, µM (highest dose often 114 µM), for the others: at the highest dose activity change, negative = inhibition, hits mostly inhibitors; also: potency is read from the fitted curve at half-maximal effect; nearly all actives have a fitted effect of over 70% in size; inactives centre near 23
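Compound inhibition of the preformed complex between 50 nM HP1-beta and 50 nM biotinylated H3K9me3 peptide was read by AlphaScreen. Buffer was PBS pH 7.4 with 0.01% Tween-20. Incubations ran 30 min at room temperature, with 10 ug/mL donor/acceptor beads.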
Pol eta inh: blocks human DNA polymerase eta activity | Potency, µM (titrated, usually from 114 µM), for the others: top-dose activity change, negative = inhibition, most hits filed as inhibitors | AID 588591 | recombinant Pol eta, fluorescent DNA replication assay | Q9Y253 | 390,000 tested, 1.2% active; also: potency is read from the fitted curve at half-maximal effect; % is scaled to controls: 0 for no effect and ±100 for the full control effect
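Fluorescent replication assay: 50 nM final substrate added after a 15 min room-temperature compound preincubation with 10 nM enzyme. Signal taken at 0 min and again at 10 min.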
JMJD2A Tudor: blocks the human JMJD2A Tudor domain. O75164. AlphaScreen JMJD2A-Tudor / H3K4me3 peptide binding. Potency, µM (titrated, usually from 114 µM), inactives show at the highest dose activity change, negative = inhibition, most hits filed as inhibitors. 390,000 tested, 4.4% active. AID 504339; also: potency is read from the fitted curve at half-maximal effect; % is scaled to controls: 0 for no effect and ±100 for the full control effect; nearly all actives have a fitted effect of over 50% in size
Tb PGK inh: inhibitors of T. brucei phosphoglycerate kinase; 380,000 tested, 0.043% active; AID 602233; PGK/GAPDH coupled, Kinase-Glo luminescence, 60 min; Potency, µM (series often up to 57.5 µM), for the others: at the top dose activity change, negative = inhibition, hits mostly inhibitors; also: potency is read from the fitted curve at half-maximal effect; % is scaled to controls: 0 for no effect and ±100 for the full control effect; nearly all actives have a fitted effect of over 60% in size
Target sequence (P07378 whole entry, looked up): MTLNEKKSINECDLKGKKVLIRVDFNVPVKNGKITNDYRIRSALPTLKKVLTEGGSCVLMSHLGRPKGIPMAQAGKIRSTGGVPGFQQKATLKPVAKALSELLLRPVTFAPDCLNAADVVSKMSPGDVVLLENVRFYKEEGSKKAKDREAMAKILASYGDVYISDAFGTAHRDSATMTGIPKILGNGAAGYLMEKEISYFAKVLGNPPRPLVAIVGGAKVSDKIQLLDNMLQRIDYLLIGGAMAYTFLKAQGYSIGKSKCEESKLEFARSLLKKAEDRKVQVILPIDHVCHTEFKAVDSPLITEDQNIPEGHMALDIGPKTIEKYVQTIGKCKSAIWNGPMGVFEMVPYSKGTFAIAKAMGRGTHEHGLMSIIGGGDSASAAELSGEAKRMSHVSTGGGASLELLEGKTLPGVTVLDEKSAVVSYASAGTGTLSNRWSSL
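Luminescent ATP detection (Kinase-Glo Plus) follows a 60-minute room-temperature incubation, with wells lacking PGK as controls. Buffer: 100 mM TEA (pH 7.6), 5 mM MgCl2, 0.01% Tween-20. Coupling enzyme GAPDH (100 nM final) supplies unstable 1,3-BPG in-well.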
BAZ2B inh: BAZ2B (human) inhibition. 360,000 tested, 4.4% active. AlphaScreen BAZ2B-H3K14Ac peptide displacement. Q9UIF8. AID 504333. Potency, µM (doses to about 114 µM), inactives show top-dose activity change, negative = inhibition, hits mostly inhibitors; also: potency is read from the fitted curve at half-maximal effect; % is scaled to controls: 0 for no effect and ±100 for the full control effect; nearly all actives have a fitted effect of over 60% in size
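BAZ2B (50 nM) with biotin-H3(5-23)K14Ac peptide (50 nM) in PBS pH 7.4, 0.01% Tween-20, preformed 30 min, then compound 30 min at room temperature; top concentration 110uM. AlphaScreen streptavidin donor/nickel chelate acceptor beads (10 ug/mL final), 20 min dark, signal read.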
GLS inhibitor: glutaminase GLS (human) inhibition. O94925. GLS enzymatic activity, qHTS titration. Potency, µM (highest dose often 45.5 µM), inactives show at the top dose activity change, negative = inhibition, hits mostly inhibitors. 410,000 tested, 0.21% active. AID 624170; also: potency is read from the fitted curve at half-maximal effect; % is scaled to controls: 0 for no effect and ±100 for the full control effect
Target sequence (O94925 whole entry, looked up): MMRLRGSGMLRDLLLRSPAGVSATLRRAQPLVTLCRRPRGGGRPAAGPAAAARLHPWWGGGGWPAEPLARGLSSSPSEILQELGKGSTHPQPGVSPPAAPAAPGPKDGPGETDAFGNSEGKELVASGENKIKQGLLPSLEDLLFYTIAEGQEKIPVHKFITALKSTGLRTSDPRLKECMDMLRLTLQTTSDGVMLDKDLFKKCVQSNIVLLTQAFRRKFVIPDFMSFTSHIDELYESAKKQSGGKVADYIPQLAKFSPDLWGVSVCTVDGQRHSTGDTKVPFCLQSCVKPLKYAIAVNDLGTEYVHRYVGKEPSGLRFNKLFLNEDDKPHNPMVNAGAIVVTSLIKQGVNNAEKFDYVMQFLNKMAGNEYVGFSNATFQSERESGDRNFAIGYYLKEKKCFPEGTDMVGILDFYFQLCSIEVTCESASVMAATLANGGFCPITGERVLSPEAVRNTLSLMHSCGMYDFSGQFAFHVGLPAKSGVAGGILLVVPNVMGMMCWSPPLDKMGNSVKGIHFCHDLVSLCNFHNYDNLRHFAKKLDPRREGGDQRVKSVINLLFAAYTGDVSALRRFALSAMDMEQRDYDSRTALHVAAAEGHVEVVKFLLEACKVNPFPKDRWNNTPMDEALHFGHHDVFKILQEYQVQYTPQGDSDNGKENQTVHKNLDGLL
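Enzyme dispensed in phosphate buffer (45 mM, pH 8.2, 0.02% Tween-20), compounds pinned in, then 1 mM L-glutamine solution and the glutamate oxidase–HRP–Amplex Red mix added; fluorescence read immediately and again after 30 min at room temperature.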
Pin1 inh: inhibitors of human Pin1. 390,000 tested, 0.009% active. Pin1 FP peptide displacement, HiFluor488, 10 min. AID 504891. Potency, µM (doses to about 115 µM), for inactives: top-dose activity, negative = inhibition, usual class: inhibitors; active = well fitted inhibition curve with a large enough effect in the polarisation, with a control signal flat, not every such curve was filed as active; inconclusive = small, poorly fitted or top-dose-only effect, or effect the other way, or a change in a side signal; inactive = no such curve, though single readings can be large or run the other way; the % refers to the polarisation; also: potency is read from the fitted curve at half-maximal effect; % is scaled to controls: 0 for no effect and ±100 for the full control effect
Starred values were filed as active, the others as inactive; i = inactive; ? = inconclusive; . = not tested or not shown; [ ] = dose if it differs, or a comment. Unless noted, calls follow the shape of the dose curve; as a rule, active = well fitted curve in the direction sought with a large enough effect; inconclusive = small, poorly fitted or top-dose-only effect, or another doubt; inactive = no such curve, though single readings can be large; an effect the other way counts as inactive or inconclusive. Only part of the results is shown, so the mix of outcomes need not match the whole.

# | Compound | G9a block | PI4K2A block | HP1b binding inh | Pol eta inh | JMJD2A Tudor | Tb PGK inh | BAZ2B inh | GLS inhibitor | Pin1 inh
1 | CC(c1ccccc1)C1C(C#N)=C(N)SC(N)=C1C#N (centres undefined) | 16µM* | 57 | 23% | ? | ? | -3% | 12% | -2% | 7%
2 | CCN1C(=O)S/C(=C\c2ccc(N3CCOCC3)cc2C)C1=O | ? | 4 | 26% | ? | -9% | -4% | -33% | 7% | 75%[activator]
3 | O=C(Nc1ccc(N2C(=O)CCC2=O)cc1Cl)c1cccs1 | . | 1 | 8% | 2% | -9% | 4% | -7% | 6% | -6%
4 | COc1ccc(Cl)cc1NC(=O)CN(C)CC(=O)NC(C)c1ccccc1 (centres undefined) | 16% | 8 | 27% | ? | -9% | -4% | -5% | -3% | -9%
5 | O=C(c1cccs1)N1CCN(c2nc3c(F)cc(F)cc3s2)CC1 | -3%[0.501 µM] | 3 | 46%[activator] | -20% | -9% | 2% | ? | 1% | 5%
6 | Cc1ccc(/C=C(\C#N)c2nc3ccccc3c(=O)[nH]2)cc1 | -21%[59 µM] | -1 | 47%[activator] | -13% | -4% | -2% | 0% | -8% | 11%
7 | O=c1[nH]c(/C=C/c2ccccc2Cl)c([N+](=O)[O-])c(=O)[nH]1 | 22% | -15 | -20% | 28µM* | -6% | -10% | -17% | 5% | 0%
8 | O=C(CCN1C(=O)/C(=C/C=C/c2ccccc2)SC1=S)Nc1ccccn1 | ? | -4 | -15% | -26% | -32% | 5% | -7% | 1% | ?
9 | Cc1ccc(CCNC(=O)CN2C(=O)COc3ccc(S(=O)(=O)N4CCCCCC4)cc32)cc1 | -9%[59 µM] | 0 | 38% | -24% | -15% | -10% | -17% | -3% | 64%[activator]
10 | CC(=O)c1c(C)[nH]c(C(=O)OC(C)C(=O)NC2CCCCC2)c1C (centres undefined) | . | -2 | . | -4% | . | -5% | . | -3% | .
11 | CCN(CC)S(=O)(=O)c1ccc(NC(=O)c2cnc(C)cn2)cc1 | 0%[0.501 µM] | -6 | 46%[activator] | -8% | 1% | 0% | -27% | 10% | -2%
12 | Cc1cc(C(=O)N2CCCC(N3CCN(c4cccc(C(F)(F)F)c4)CC3)C2)c(C)o1 (centres undefined) | 79µM* | 2 | 13% | -11% | -19% | -3% | -38% | 5% | 2%
13 | O=C(CCn1c(=S)oc2ccccc21)Nc1cc([N+](=O)[O-])ccc1F | 20% | -3 | 37%[activator] | -1% | -11% | . | 9% | -4% | -4%
14 | CCc1cnc2c(c1SCC(=O)NCc1ccccc1)c(=O)n(C)c(=O)n2C | -22%[59 µM] | 4 | 35% | -19% | -5% | -7% | 0% | -4% | -13%
15 | O=c1c(C(c2ccccc2)c2c(O)nc3n(c2=O)CCS3)c(O)nc2n1CCS2 | 40µM* | -2 | 28% | -19% | 5% | -3% | -5% | 15% | -11%
16 | O=C(Nc1ccn(CCCN2CCN(c3ncccn3)CC2)c(=O)n1)OCc1ccccc1 | . | 2 | . | -21% | . | 9% | . | 10% | .
17 | COc1ccc(-n2nc(C(=O)NCC(=O)N3CCN(c4ccccc4F)CC3)c3ccccc3c2=O)cc1OC | 12% | -16 | 2% | -2% | -8% | 3% | -7% | 1% | -4%
18 | N/C(Cc1cccs1)=N\OC(=O)COc1ccccc1Cl | 181%[activator] | 0 | 89%[activator] | -17% | 1%[11.4 µM] | -11% | 65%[activator] | -4% | 0%
19 | O=C(NCCc1ccc(Cl)cc1)c1cccnc1 | 56µM* | 3 | 28% | 1% | -20% | -3% | ? | -1% | 1%
20 | CCN(CC)C(=N)N1c2ccccc2CCC1C (centres undefined) | 15%[12.7 µM] | -3 | 37% | -21% | -18% | -10% | -1% | 1% | -2%
21 | CCCc1nnc(NC(=O)Cn2cnc3ccccc3c2=O)s1 | ? | 0 | 12% | -2% | -8% | -5% | -4% | 11% | -4%
22 | Cc1cc(C)cc(N(CC(=O)N2CCC(C)CC2)S(C)(=O)=O)c1 | 9%[59 µM] | 1 | 34% | 10% | -12% | -8% | 3% | -10% | 1%
23 | Cc1cnc(C(=O)OCC(=O)Nc2ccc(C)c(S(=O)(=O)N3CCOCC3)c2)cn1 | . | 1 | 12% | -13% | -21% | -1% | . | 14% | -3%
24 | O=C(NCc1ccccc1)N1CCn2c(nc3ccccc32)C1 | 8%[59 µM] | 0 | 20% | -6% | -18% | 4% | 7% | 1% | -2%
25 | COc1cccc(CC2(CO)CCCN(C(=O)c3cc[n+]([O-])cc3)C2)c1 (centres undefined) | . | 3 | 9% | -3% | -23% | -2% | 2% | 9% | -1%
26 | CCC(=O)c1ccc(N2CCN(C(=O)Cc3ccccc3)CC2)c(F)c1 | -32%[59 µM] | 1 | 40%[activator] | -13% | 19%[11.4 µM] | i | 10% | 1% | 0%
27 | CCCCCCN1C=CC=C/C1=C\C=C(C#N)C#N | -48%[12.7 µM] | -1 | -31% | -17% | ? | i | 35µM* | 8% | ?
28 | O=C(N/N=C\c1ccc2c(c1)OCO2)c1cncc(Br)c1 | 61%[activator] | 1 | 239%[activator] | -5% | ? | -3% | -38% | 3% | -2%
29 | Cc1ccccc1OCCC(=O)Nc1ccc(S(=O)(=O)N(C)C2CCN(C)CC2)cc1 | -29%[12.7 µM] | -4 | -2% | -10% | -16% | -1% | -15% | 6% | 0%
30 | COc1ccc(CNC(=O)CCc2nc(-c3ccccc3F)no2)c(OC)c1 | 10%[12.7 µM] | -11 | -15% | -15% | -11%[11.4 µM] | -11% | -3% | -11% | 0%
31 | CCOc1ccc(-c2nc(SCC(=O)NCCCOC)c(-c3ccccc3)[nH]2)cc1 | -1%[59 µM] | 1 | 34% | -14% | ? | 0% | -2% | -16% | -1%
32 | CN(C)c1ccc(/C=C/c2nc3ccccc3c(=O)[nH]2)cc1 | -20% | -6 | 10% | -3% | -30% | 4% | -11% | 0% | 37%[activator]
33 | CCN(CC)CCCN1C(=O)C2C(C(=O)Nc3ccc(C(C)C)cc3)C3C=CC2(O3)C1C(=O)NC1CCCCC1 (centres undefined) | -21% | -1 | 13% | -17% | -3% | 6% | 1% | -1% | -1%
34 | Cc1ccc(-n2c(Cc3cccs3)nnc2SCC(=O)OC(C)C)cc1 | 4% | -4 | 17% | -3% | -5% | -4% | -6% | 2% | -8%
35 | CCOC(=O)C(C)Sc1nc2c(cnn2-c2ccc(F)cc2)c(=O)[nH]1 (centres undefined) | -2%[2.33 µM] | 4 | 76%[activator] | -13% | -5% | -7% | 2% | 5% | 0%
36 | CCS(=O)(=O)N1CCC(C(=O)Nc2ccccc2OC)CC1 | 26% | -2 | 16% | 6% | -6% | -10% | -3% | -3% | 1%
37 | CCOc1ccc(C2NC(=O)NC(C)=C2[N+](=O)[O-])cc1OC (centres undefined) | . | 2 | 11% | -9% | -3% | 9% | -7% | -10% | -1%
38 | CSc1cccc(N2C(=O)N(Cc3ccc([N+](=O)[O-])cc3)c3ccccc3S2(=O)=O)c1 | -25%[59 µM] | 5 | 22% | -13% | -24% | i | -15% | 7% | -1%
39 | CCCN1CCN(C(=O)Cn2ncc3c([nH]c4ccc(C)cc43)c2=O)CC1 | 41% | 3 | 42%[activator] | -1% | -10% | -7% | -37% | 4% | 0%
40 | COc1ccc(OC)c(N(CC(=O)N2CCCC2)S(=O)(=O)c2ccc(OC)c(OC)c2)c1 | -45%[12.7 µM] | 0 | 32% | 13% | -10% | 5% | -21% | -1% | 0%
41 | C#CCN1C=CC(=O)[C@@H](OC(=O)Nc2ccc(Cl)cc2)[C@H]1c1ccccc1Br | . | 2 | 34% | -24% | -25% | -7% | . | -6% | 9%
42 | CC(Sc1nccn1C)C(=O)c1ccc(Br)cc1 (centres undefined) | -18% | 4 | 12% | -1% | -21% | i | -26% | -10% | ?
43 | O=C(C1CCC1)N1CCN(S(=O)(=O)c2ccccc2)CC1 | -32% | -15 | 22% | -4% | -18% | 5% | 0% | -5% | -2%
44 | COc1ccc(N(C)C(=O)Cn2cc(S(=O)(=O)N3CCN(c4ccccc4F)CC3)c3ccccc3c2=O)c(OC)c1 | -33%[59 µM] | -11 | 21% | -18% | -20% | -9% | -14% | -3% | 38%[activator]
45 | Cc1ccc(C(=O)N(c2ccccn2)C(C)c2ccco2)cc1 (centres undefined) | 17% | -4 | 14% | 3% | -13% | 11% | -4% | 3% | -12%
46 | COc1cc(/C=C/c2ccc3cccc(O)c3n2)cc(Cl)c1OC | 11% | 1 | 26% | -18% | -22% | -4% | ? | 0% | -2%
47 | CCOC(=O)c1nn(-c2ccc(Cl)cc2)c(C)cc1=O | 2% | 2 | 20% | -7% | -5% | -4% | 1% | -2% | -3%
48 | CC(=O)N1CCc2ccc(S(=O)(=O)N3CC(C)OC(C)C3)cc21 (centres undefined) | ? | 9 | 19% | -11% | -9% | -2% | -6% | 12% | 2%
49 | CC(=O)N1c2ccc(S(=O)(=O)N3CCCCC3)cc2CC1C(=O)Nc1ccc(C)cc1 (centres undefined) | 12% | 15 | 7% | -6% | -27% | -3% | -15% | -11% | 1%
50 | CC(=O)/C(N=Nc1ccc(C(=O)O)cc1[N+](=O)[O-])=C(\C)O | ? | -12 | 21% | 11µM* | -17% | -27% | 56µM* | -18% | 4%
51 | O=C(COC(=O)c1c(F)cccc1F)Nc1ccc2c(c1)OCO2 | -23% | 0 | -2% | -9% | -13% | i | 3% | -2% | -12%

Screens (PubChem)
